# EPAC1 antagonist: EPAC1 (human) antagonism; Potency, µM (doses to about 115 µM), for the others: at the highest dose activity change, negative = inhibition, usual class: inhibitors; O95398; EPAC1 GEF assay, Rap1b-BODIPY-GDP exchange fluorescence; actives 0.14% (n = 360,000);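 further: potency means the concentration at half of the fitted maximal effect; plate controls were vehicle for no effect and positive control for full effect; nearly all actives have a fitted effect of over 50% in size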
# GLP1R ag: GLP-1 receptor (human) agonism; actives 0.007% (n = 380,000); Potency, µM (top dose mostly 45.6 µM), without a hit: at the highest dose activation, usual class: activators; HEK293 GLP-1R CRE-luciferase, luminescence, 4-6 h; cells express a hypersensitive GLP-1R form; P43220; further: potency means the concentration at half of the fitted maximal effect; % of control where 0% means no effect
# PTHR1 ag: agonists of human PTHR1 parathyroid hormone receptor | Q03431 | HEK293 GP2 PTHR1 cells, GloSensor cAMP luminescence, 1 h | Potency, µM (titrated, usually from 115 µM), inactives show at the top dose activation, most hits filed as activators | actives 0.075% (n = 410,000); further: potency means the concentration at half of the fitted maximal effect; nearly all actives have a fitted effect of over 55% in size; some results filed as inactive show a strong effect at the top dose; inactives centre near -15; many of its hits are not listed in these tables
#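 HEK-293-derived GP2 cells expressing PTHR1 and a GloSensor cAMP reporter, 3,000/well, plated overnight, given luciferin plus IBMX (each 0.5 mM as added) for 1 h at 37 °C, then compound for 1 h at 37 °C. Luminescence was read after 15 min at room temperature.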
# EPAC1 agonist: agonists of human EPAC1. Potency, µM (titrated, usually from 154 µM), without a hit: top-dose activation, actives largely listed as activators. actives 0.073% (n = 360,000). O95398. EPAC1 agonist qHTS, biochemical assay; response scale: 100% = response to 6.5 mM cAMP; further: potency means the concentration at half of the fitted maximal effect; nearly all actives have a fitted effect of over 60% in size
#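 Nucleotide exchange assay: 100 nM EPAC1 with 250 nM Rap1B loaded with BODIPY-GDP and 50 uM GDP, room temperature. Fluorescence (480/540 nm) read every 5 min for 30 min; signal change normalized to 6.5 mM cAMP as full agonist.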
# IL2 activator: IL-2 activation; actives 0.065% (n = 360,000); activation, % (series mostly up to about 46 µM); IL-2 activation reporter assay, cell-based qHTS; stimulated with anti-CD3/CD4/CD28 beads; in transgenic mouse T cells; AID 652025; in the data active means activation above about 50%; inconclusive means mostly about 30% to 49%; further: 0% is about no effect
#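 Using fluorescent plate cytometry, EGFP and DsRed are detected in transgenic mouse T cells stimulated 18 h at 37 degrees C with antibody-coated beads after 60 min compound pretreatment.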
# GLP-1R inv ag: inverse agonists of human GLP-1 receptor | P43220 | HEK293 GLP-1R CRE-luciferase, luminescence, 24 h; GLP-1R form is constitutively active | Potency, µM (series often up to 38.3 µM), inactives show at the top dose activity change, negative = inhibition, usual class: inhibitors | actives 1.6% (n = 410,000) | AID 624417; further: potency means the concentration at half of the fitted maximal effect; on the % scale 0 is the no-effect control and ±100 the full control effect; nearly all actives have a fitted effect of over 55% in size
#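 Luminescence readout: a drop in cAMP-driven luciferase signal flags inverse agonism at a constitutively active GLP-1R stably expressed in HEK293. Compound exposure lasted 24 hr at 37 deg C, 5% CO2.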
# PI5P4Ka inh: inhibitors of human PI5P4K alpha; PI5P4Kalpha enzyme, ADP-Glo luminescence, 60 min; stronger effect = lower value; max response, %; actives 1.2% (n = 330,000); AID 652105; active means max response of -50% or lower; inconclusive means between -30% and -50%; inactive means -30% or higher; further: value at the top dose of about 77 µM; on the % scale 0 is the no-effect control and ±100 the full control effect
# Target sequence (P48426 whole entry, looked up): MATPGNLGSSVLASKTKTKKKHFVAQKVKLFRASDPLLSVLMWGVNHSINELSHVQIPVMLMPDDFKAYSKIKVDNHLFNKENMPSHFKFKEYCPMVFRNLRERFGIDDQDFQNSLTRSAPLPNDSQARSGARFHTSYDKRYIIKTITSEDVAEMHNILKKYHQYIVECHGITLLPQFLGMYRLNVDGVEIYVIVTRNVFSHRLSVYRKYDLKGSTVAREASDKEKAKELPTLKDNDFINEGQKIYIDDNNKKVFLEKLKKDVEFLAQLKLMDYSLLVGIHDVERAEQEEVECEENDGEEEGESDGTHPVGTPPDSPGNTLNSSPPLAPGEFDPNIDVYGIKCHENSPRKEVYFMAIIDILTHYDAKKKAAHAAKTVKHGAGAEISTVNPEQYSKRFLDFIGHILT
#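 Single end-point luminescence (ADP-Glo) quantified ADP from PI5P4Kalpha turnover; ATP 5 microM final, 1 h at RT, 0.1% CHAPS and 0.28 mM EGTA in HEPES pH 7.4.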
# PLK1 PBD block: inhibitors of human PLK1 polo-box domain binding | actives 2.8% (n = 360,000) | Plk1 PBD binding of FITC phosphopeptide, fluorescence polarization | P53350 | AID 720504 | Potency, µM, for inactives: max response, negative = inhibition, usual class: inhibitors; further: potency means the concentration at half of the fitted maximal effect; series mostly up to about 57 µM; on the % scale 0 is the no-effect control and ±100 the full control effect; nearly all actives have a fitted effect of over 65% in size
# Target sequence (P53350 whole entry, looked up, the tested form may be a part): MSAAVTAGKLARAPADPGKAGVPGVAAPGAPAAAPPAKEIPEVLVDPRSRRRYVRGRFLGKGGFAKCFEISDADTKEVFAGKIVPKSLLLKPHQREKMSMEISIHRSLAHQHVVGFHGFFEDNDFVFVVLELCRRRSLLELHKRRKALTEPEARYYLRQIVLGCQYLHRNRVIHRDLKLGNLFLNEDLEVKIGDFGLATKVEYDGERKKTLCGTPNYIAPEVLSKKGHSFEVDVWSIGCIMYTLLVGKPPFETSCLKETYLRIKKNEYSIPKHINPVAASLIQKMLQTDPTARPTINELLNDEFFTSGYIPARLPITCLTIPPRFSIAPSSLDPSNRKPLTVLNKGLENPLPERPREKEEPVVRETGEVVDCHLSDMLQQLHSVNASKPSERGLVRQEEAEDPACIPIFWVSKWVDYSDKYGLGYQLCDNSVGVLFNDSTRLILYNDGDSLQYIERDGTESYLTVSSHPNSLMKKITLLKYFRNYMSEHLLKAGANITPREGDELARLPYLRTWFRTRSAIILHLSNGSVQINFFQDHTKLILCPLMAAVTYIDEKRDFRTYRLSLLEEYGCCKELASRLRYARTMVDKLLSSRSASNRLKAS
# HEK293 tox: cytotoxicity counter-screen for GLP-1 receptor inverse agonists; AID 624418; Potency, µM (titrated, usually from 38.3 µM), inactives show at the top dose activity change, negative = inhibition, most hits filed as inhibitors; HEK293 cAMP-luciferase reporter cells, luminescence, 24 h; actives 0.13% (n = 410,000);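 further: loss of luciferase light is scored as toxicity; potency means the concentration at half of the fitted maximal effect; on the % scale 0 is the no-effect control and ±100 the full control effect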
#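 Step one: seed cells (200 cells/uL, DMEM with 10% Nu serum, 1% pen-strep). Step two: 12-hour incubation at 37 deg C. Step three: pin 23 nL compound, incubate 24 hr. Step four: add luciferase reagent, read luminescence 12 min later.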
# The depositor's hits bear a star; i = inactive; u = inconclusive; x = no result given; [ ] = remark or other dose. Unless noted, the call rests on the fitted dose curve; in most records, active means well fitted curve in the direction sought with a large enough effect; inconclusive means small, poorly fitted or top-dose-only effect, or another doubt; inactive means no such curve, though single readings can be large; an effect the other way counts as inactive or inconclusive. Only part of the results is shown; the hit share may differ from the screen's.
SMILES,EPAC1 antagonist,GLP1R ag,PTHR1 ag,EPAC1 agonist,IL2 activator,GLP-1R inv ag,PI5P4Ka inh,PLK1 PBD block,HEK293 tox
Cn1c(=O)oc2cc(S(=O)(=O)NCCC(=O)Nc3ccc4c(c3)OCCO4)ccc21,10%,2%,-16%[57.5 µM],6%,-1.9,2%,x,0%,4%
CC(C)N(NC(=O)c1cccc2ccccc12)C(C)C,1%,3%,-23%,4%,0.1,12%,-2,-8%,8%
Cc1ccc(C)c(N2N=C(C(=O)Nc3cccc(S(=O)(=O)N4CCCCC4)c3)CCC2=O)c1,-17%,-9%,i,7%,1.7,-28%,-9,3%,-4%
COCCCNC(=O)CSc1ccsc1[N+](=O)[O-],-11%,-3%,i,3%,-1.2,2%,-20,u,-10%
COC(C/C=C/[C@@H](O)COCc1ccccc1)OC,-16%,-3%,i,-5%,0.1,1%,2,4%,12%
COc1cc2cc(C(=O)N3CCN(Cc4ccc5c(c4)OCO5)CC3)[nH]c2cc1OC,-5%,5%,-32%[inhibitor],-19%,0.7,15%,2,3%,2%
Nc1nonc1-n1nnc(C(=O)N/N=C/c2c(Cl)cccc2Cl)c1CN1CCOCC1,-5%,8%,-6%,-3%,2.0,-23%,0,-1%,-7%
C[C@@H](NC(=O)[C@@H]1CCCN1C(=O)[C@@H]1CCCN1C(=O)c1ccc(Cl)cc1)c1ccccc1,-18%,3%,-17%,-14%,0.1,9%,2,-6%,6%
O=C(NCc1cccnc1)/C(=C/c1ccc([N+](=O)[O-])cc1)NC(=O)c1ccccc1,11%,10%,i,3%,-0.3,3%,0,4%,1%
COc1ccc(CCNC(=O)c2oc3ccccc3c2C)cc1,-12%,19%,-27%,18%,0.1,u,3,-4%,5%
Cc1ccc(/C(O)=C2\C(=O)C(=O)N(C)C2c2ccc(F)cc2)cc1 (stereo not drawn),-6%,-7%,i,-8%,-0.4,15%,0,-2%,-1%
Cc1ccc(S(=O)(=O)N2CCC(C(=O)N[C@H](C(=O)NCc3ccco3)C(C)C)CC2)cc1,13%,-8%,i,1%,0.0,-5%,x,1%,-20%
CCC(Oc1ccc(C)c(C)c1)C(=O)N1CCCN(C)CC1 (stereo not drawn),23%,5%,i,-2%,-5.9,-26%,-8,-9%,4%
COc1nnc(-c2ccc(N3CCOCC3)c(NC(=O)c3ccco3)c2)c2ccccc12,4%,3%,-23%[57.5 µM],6%,2.3,54%[activator],-11,-12%,-14%
COc1ccccc1CNS(=O)(=O)CCNCc1ccco1,-6%,-3%,i,5%,0.3,-1%,3,-9%,-2%
O=C(NCc1nc2ccccc2[nH]1)C1=C[C@H](c2coc3ccccc3c2=O)C[C@H](OCCCCO)O1,4%,0%,-23%,-2%,-3.5,16%,3,-1%,u
O=C(c1ccncc1)N1N=C(c2ccc(Cl)cc2)CC1c1ccccc1O (stereo not drawn),-22%,10%,-25%,15%,-0.5,-18%,-12,3%,-1%
CCOC(=O)c1ccc(N2C(=O)c3n[nH]c(C)c3C2c2ccc(OCC)cc2)cc1 (stereo not drawn),x,-4%,-8%,x,x,u,x,x,-11%
Cc1nc([N+](=O)[O-])cn1CC(=O)Nc1ccc2c(c1)OCO2,-10%,-2%,i,9%,0.4,0%,1,-11%,-8%
CCCCCCCCCOC(=O)C[n+]1csc(CCO)c1C,-10%,3%,i,-3%,-0.1,u,-2,-6%,-5%
Cc1ccccc1NC(=O)Cc1nnc(SCC(=O)NC2=NCCS2)n1C,10%,7%,-4%,15%,-1.5,-4%,7,-2%,-5%
COC(=O)COc1ccc(C2NC(=O)NC(C)=C2C(=O)NCc2ccccc2)cc1OC (stereo not drawn),-13%,1%,i,-7%,-2.1,12%,3,2%,-12%
COc1ccc(NC(=O)Nc2cccs2)cn1,15%,14%,-6%,4%,0.9,11%,-12,-25%,-20%
Cc1cc(C)n(-c2ccc(C(=O)OCC(=O)NCc3ccco3)cc2)n1,u,4%,i,25%,-0.2,-19%,3,-5%,-6%
Cc1nc2ccccc2cc1C(=O)NCc1ccco1,-10%,3%,-5%,-1%,0.0,8%,0,-4%,27%

# More compounds follow.
SMILES,EPAC1 antagonist,GLP1R ag,PTHR1 ag,EPAC1 agonist,IL2 activator,GLP-1R inv ag,PI5P4Ka inh,PLK1 PBD block,HEK293 tox
Cc1c(C(=O)N(C)C)sc2nc(-c3ccccn3)[nH]c(=O)c12,-3%,12%,-21%[57.5 µM],11%,-0.8,51%[activator],-9,-30%,-2%
NC(=O)c1cccc(CS(=O)(=O)c2ccc(Cl)cc2)c1,-23%,2%,i,0%,-1.6,7%,5,-6%,2%
CCCN(CCC)CCCNC(=S)Nc1ccc2nc(N3CCCC3)cc(C)c2c1,-15%,-1%,i,5%,1.0,u,1,-9%,-2%
CCc1ccccc1NCc1cc(=O)oc2cc(C)ccc12,18%,10%,i,1%,-0.3,-7%,3,-1%,-7%
COc1cc(C(=O)NCCSc2ccc(Cl)cc2)cc(OC)c1OC,-8%,0%,i,-6%,0.6,u,0,-3%,3%
Cn1c(NCCN2CCCC2)nc2cc(-c3ccsc3)sc2c1=O,5%,-1%,-18%,10%,-0.9,u,2,-10%,-1%
O=C(CN1CCC(n2nnc3cc(C(F)(F)F)ccc32)CC1)Nc1ccc2c(c1)OCCO2,-8%,-8%,-15%[57.5 µM],-1%,3.6,u,10,-21%,u
COc1ccc(Cl)cc1N(C(C)C(=O)O)S(C)(=O)=O (stereo not drawn),-8%,-1%,-1%,11%,0.1,0%,-2,-15%,-5%
NC(=S)N/N=C/c1ccc([N+](=O)[O-])cc1,7%,8%,i,1%,-2.1,15%,-4,-1%,-16%
CCCC(=O)Oc1ccc(-c2nccc(C(OC)OC)n2)cc1,-1%,5%,-1%,5%,-4.3,72%[activator],15,3%,1%
CN(C)CCNC(=O)c1sc2nc(-c3ccccc3)cc(C(F)(F)F)c2c1N,-9%,8%,-1%,5%,-1.5,u,1,-5%,42%[activator]
COc1ccc(CN(Cc2cccn2C)S(=O)(=O)c2ccc(F)cc2)cc1,-6%,19%,i,10%,-3.3,u,1,-9%,10%
O=C(Nc1ccc(F)cc1)N1CCc2ccccc2C1,-3%,1%,i,-7%,-3.0,-23%,-2,21µM*,2%
O=C(c1cc(O)c(O)c([N+](=O)[O-])c1)c1ccccc1F,-18%,-4%,-93%[inhibitor],-8%,0.1,-2%,-66*,-11%,-20%
CN(C)C(=O)c1cc(C(=O)c2ccccc2Cl)c[nH]1,-7%,4%,-2%,1%,-1.2,20%,0,-3%,0%
CSCCC(NC(=O)c1ccccc1Cl)C(=O)NCC1COc2ccccc2O1 (stereo not drawn),6%,-5%,i,5%,-4.0,-4%,3,-7%,4%
COc1ccc(CNC(=O)C2CCNCC2)cc1,-5%,3%,i,-8%,1.3,0%,-1,-6%,23%
COC(=O)c1ccc(NS(=O)(=O)c2ccc3c(c2)oc(=O)n3C)cc1,-9%,8%,-17%,9%,-0.5,19%,-1,-15%,15%
COc1ccccc1CNC(=O)C1CCN(C2=NS(=O)(=O)C(c3ccc(C)c(C)c3)=C2C)CC1,x,0%,-30%,x,x,-22%,x,x,-4%
O=C(c1ccc2nc(N3CCOCC3)sc2c1)N1CCC(Cc2ccccc2)CC1,-11%,-5%,-47%[inhibitor],8%,-0.6,u,1,0%,0%
Cc1ccc(Cn2nnc3c(=O)[nH]c(C4CCCN(C(=O)Nc5ccc(F)cc5F)C4)nc32)cc1 (stereo not drawn),2%,1%,i,4%,-1.5,24%,x,-9%,-13%
CCc1nc(Sc2nc(C)cc(C)n2)c2oc3ccccc3c2n1,5%,-2%,i,-1%,0.3,u,0,-4%,-26%
CCOC(=O)c1c(C)[nH]c(N=Nc2ccc(C)cc2C)c1C,-23%,4%,-16%[57.5 µM],16%,-2.1,0%,19,-10%,15%
COc1ccccc1CN(C)C(=O)COC(=O)c1c(C)noc1C,8%,13%,-6%,10%,0.5,-13%,-3,-4%,0%
O=C(CSc1ccccn1)N1CCN(S(=O)(=O)c2ccc(Cl)cc2)CC1,-11%,11%,i,10%,-0.6,-17%,0,-18%,11%

# Three records picked at random from those above:
SMILES,EPAC1 antagonist,GLP1R ag,PTHR1 ag,EPAC1 agonist,IL2 activator,GLP-1R inv ag,PI5P4Ka inh,PLK1 PBD block,HEK293 tox
CC(C)N(NC(=O)c1cccc2ccccc12)C(C)C,1%,3%,-23%,4%,0.1,12%,-2,-8%,8%
Cn1c(NCCN2CCCC2)nc2cc(-c3ccsc3)sc2c1=O,5%,-1%,-18%,10%,-0.9,u,2,-10%,-1%
O=C(c1ccc2nc(N3CCOCC3)sc2c1)N1CCC(Cc2ccccc2)CC1,-11%,-5%,-47%[inhibitor],8%,-0.6,u,1,0%,0%

# Remaining list, next part
SMILES,EPAC1 antagonist,GLP1R ag,PTHR1 ag,EPAC1 agonist,IL2 activator,GLP-1R inv ag,PI5P4Ka inh,PLK1 PBD block,HEK293 tox
CC1CCN(C(=O)CCNC(=O)c2ccccc2)CC1,-13%,6%,i,2%,-4.7,5%,13,-2%,-15%
CCOC(=O)C1=C2SCC(=O)N2C(N)=C(C#N)C1,-9%,-7%,i,0%,0.1,6%,3,-6%,-6%
COc1ccccc1CCC(=O)Nc1ccc2c(c1)c(=O)n(C)n2-c1cccs1,-23%,-3%,-14%,-13%,-0.4,u,-1,-2%,-16%
Cc1cc(F)ccc1-c1cc(C(=O)NCc2cccc(C(F)(F)F)c2)[nH]n1,-28%,-5%,-3%,-8%,0.0,u,-4,-10%,-9%
Cc1c(CN2CC[C@@H](N3CCN(c4ccccn4)CC3)[C@H](O)C2)[nH]c2ccc(F)cc12,2%,12%,2%,8%,1.5,u,2,-19%,1%
O=C(COC(=O)CCc1nc2ccccc2c(=O)[nH]1)Nc1ccccc1,6%,5%,i,5%,0.2,7%,-4,-15%,-3%
CC(C)N(C(=O)Cn1cc(SCC(=O)N2CCCC2)c2ccccc21)C(C)C,5%,8%,1%,9%,0.0,13%,11,-21%,-1%

# Source: PubChem BioAssay (National Center for Advancing Translational Sciences (NCATS))
